Pin1 inh – blocks the human prolyl isomerase Pin1; Q13526; Potency, µM (series often up to 115 µM), inactives show top-dose activity, negative = inhibition, actives largely listed as inhibitors; Pin1 FP peptide displacement, HiFluor488, 10 min; AID 504891; actives 0.009% (n = 390,000); active means well fitted inhibition curve with a large enough effect in the polarisation, with a control signal flat, not every such curve was filed as active; inconclusive means small, poorly fitted or top-dose-only effect, or effect the other way, or a change in a side signal; inactive means no such curve, though single readings can be large or run the other way; the % refers to the polarisation; further: potency means the concentration at half of the fitted maximal effect; on the % scale 0 is the no-effect control and ±100 the full control effect
Target sequence (Q13526 whole entry, looked up): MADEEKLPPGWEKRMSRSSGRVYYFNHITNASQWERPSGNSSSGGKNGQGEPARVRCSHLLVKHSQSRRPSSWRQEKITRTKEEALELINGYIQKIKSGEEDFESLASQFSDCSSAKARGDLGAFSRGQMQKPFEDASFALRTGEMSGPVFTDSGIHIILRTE
BAZ2B inh – blocks human BAZ2B. Q9UIF8. AID 504333. Potency, µM (titrated, usually from 114 µM), inactives show top-dose activity change, negative = inhibition, actives largely listed as inhibitors. actives 4.4% (n = 360,000). AlphaScreen BAZ2B-H3K14Ac peptide displacement; further: potency means the concentration at half of the fitted maximal effect; on the % scale 0 is the no-effect control and ±100 the full control effect; nearly all actives have a fitted effect of over 60% in size
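Complex of BAZ2B and biotin-H3K14Ac (50 nM apiece) forms over 30 min at RT, then faces library compounds up to 110 uM for another 30 min; AlphaScreen beads added, 20 min dark incubation, luminescence read.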
HP1b binding inh – HP1-beta chromodomain-methylated histone interaction inhibition; P83916; AlphaScreen HP1-beta / biotin-H3K9me3 peptide binding; Potency, µM (series often up to 114 µM), for inactives: top-dose activity change, negative = inhibition, usual class: inhibitors; actives 0.56% (n = 390,000); further: potency means the concentration at half of the fitted maximal effect; nearly all actives have a fitted effect of over 70% in size; inactives centre near 23
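AlphaScreen: HP1-beta (50 nM) preformed 30 min with biotin-H3(1-18)K9me3 peptide (50 nM) in PBS pH 7.4, 0.01% Tween-20. Compound added for 30 min at RT, then streptavidin donor/nickel chelate acceptor beads (10 ug/mL) for 30 min.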
PGK inhibitor – inhibitors of T. brucei phosphoglycerate kinase. PGK/GAPDH coupled, Kinase-Glo luminescence, 60 min. P07378. actives 0.043% (n = 380,000). Potency, µM (highest dose often 57.5 µM), without a hit: top-dose activity change, negative = inhibition, most hits filed as inhibitors. AID 602233; further: potency means the concentration at half of the fitted maximal effect; on the % scale 0 is the no-effect control and ±100 the full control effect; nearly all actives have a fitted effect of over 60% in size
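Recombinant glycosomal PGK reaction used 1,3-bisphosphoglycerate generated in-well by GAPDH (100nM final) in 100mM TEA pH 7.6, 5mM MgCl2, 0.01% Tween-20. After 60 minutes at room temperature, ATP was read by Kinase-Glo Plus luminescence end-point.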
PI4K2A block – PI4K2A (human) kinase inhibition. Q9BTU6. purified PI4K2A, ADP-Glo luminescence, 1 h; hits give low values. activity change, negative = inhibition, % at 76.9 µM. actives 0.13% (n = 420,000). AID 1346378; in the data active means activity change below about -50%; inconclusive means mostly about -30% to -49%;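 further: -100% = wells without enzyme as full effect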
Target sequence (Q9BTU6 whole entry, looked up): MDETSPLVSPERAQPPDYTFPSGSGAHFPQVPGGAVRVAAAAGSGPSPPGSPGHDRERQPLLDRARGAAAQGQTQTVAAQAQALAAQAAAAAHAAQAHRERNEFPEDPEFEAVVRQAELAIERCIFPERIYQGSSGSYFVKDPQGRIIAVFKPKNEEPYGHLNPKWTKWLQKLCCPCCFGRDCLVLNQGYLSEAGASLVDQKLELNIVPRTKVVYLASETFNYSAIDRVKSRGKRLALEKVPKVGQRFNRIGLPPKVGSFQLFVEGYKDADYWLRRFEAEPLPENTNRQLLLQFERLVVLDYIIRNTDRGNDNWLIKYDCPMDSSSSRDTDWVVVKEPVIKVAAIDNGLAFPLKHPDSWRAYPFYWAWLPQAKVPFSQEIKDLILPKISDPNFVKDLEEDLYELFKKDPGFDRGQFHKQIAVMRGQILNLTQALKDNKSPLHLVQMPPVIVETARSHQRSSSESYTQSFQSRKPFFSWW
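ADP-Glo luminescence measured ADP generated by PI4K2A enzyme (4 ug/mL before mixing) with 1.2 mM PI substrate (pre-mix) and 300 microM ATP (pre-mix). Tris pH7.5 buffer with MgCl2, Triton X-100; 1 h reaction at ambient temperature.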
ERG Ets-DNA blk – blocks human ERG Ets domain binding to DNA; Potency, µM (highest dose often 76.9 µM), for the others: top-dose FP activity, negative = inhibition, actives largely listed as inhibitors; fluorescence polarization, His-ERG Ets domain / labelled DNA; P11308; actives 0.028% (n = 370,000); AID 624246; active means well fitted inhibition curve with a large enough effect in the polarisation, with a control signal flat; inconclusive means small, poorly fitted or top-dose-only effect, or effect the other way, or a change in a side signal; inactive means no such curve, though single readings can be large or run the other way; the % refers to the polarisation;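 further: polarization taken with two DNA probes labelled with fluorescein and Texas red; potency means the concentration at half of the fitted maximal effect; % of control where 0% means no effect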
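His-tagged ERG Ets domain (1 uM in the protein solution; 300mM KCl, 50mM Tris-HCl, 1mM EDTA, 1mM DTT, pH 7.5) received compound, then a probe mix of 5 nM fluorescein-DNA and 100nM Texas-615-DNA. Fluorescence polarization was read for both dyes.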
G9a inh – G9a (human) methyltransferase inhibition; actives 8.8% (n = 350,000); Q96KQ7; G9a H3K9 monomethylation, AlphaScreen, 2 h; Potency, µM (top dose mostly 102 µM), inactives show at the top dose activity, negative = inhibition, most hits filed as inhibitors; AID 504332; further: potency means the concentration at half of the fitted maximal effect; on the % scale 0 is the no-effect control and ±100 the full control effect; nearly all actives have a fitted effect of over 75% in size
Target sequence (Q96KQ7 913-1193 limits assumed): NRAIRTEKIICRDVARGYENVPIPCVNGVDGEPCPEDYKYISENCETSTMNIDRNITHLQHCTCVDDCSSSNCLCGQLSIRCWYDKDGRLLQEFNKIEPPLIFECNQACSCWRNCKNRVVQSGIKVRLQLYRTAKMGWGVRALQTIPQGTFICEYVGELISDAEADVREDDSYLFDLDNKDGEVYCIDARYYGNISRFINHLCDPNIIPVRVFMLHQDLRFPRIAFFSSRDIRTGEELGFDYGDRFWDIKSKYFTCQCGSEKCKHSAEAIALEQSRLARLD
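AlphaScreen read-out: biotin-H3K9 peptide (500 nM) methylation by 20 nM enzyme with 20 uM SAM, 2 h at room temperature after 15 min compound preincubation; anti-monomethyl H3K9 antibody plus donor/acceptor beads, 10 min dark.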
JMJD2A Tudor inh – JMJD2A Tudor domain (human) inhibition; O75164; AlphaScreen JMJD2A-Tudor / H3K4me3 peptide binding; Potency, µM (highest dose often 114 µM), inactives show at the highest dose activity change, negative = inhibition, actives largely listed as inhibitors; actives 4.4% (n = 390,000); further: potency means the concentration at half of the fitted maximal effect; on the % scale 0 is the no-effect control and ±100 the full control effect; nearly all actives have a fitted effect of over 50% in size
GLS inhibitor – inhibitors of human glutaminase (GLS) | GLS enzymatic activity, qHTS titration | Potency, µM (doses to about 45.5 µM), for the others: top-dose activity change, negative = inhibition, actives largely listed as inhibitors | actives 0.21% (n = 410,000) | AID 624170; further: potency means the concentration at half of the fitted maximal effect; on the % scale 0 is the no-effect control and ±100 the full control effect
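Two-point fluorescence kinetic (t0, 30 min RT) for hKGA; glutamate detected via glutamate oxidase–HRP–Amplex Red. Substrate: 1 mM L-glutamine solution; buffer 45 mM KH2PO4, pH 8.2.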
* hit, by the source's call; i = inactive; u = inconclusive; x = no result given; [ ] = another dose, or the depositor's remark. Unless noted, the call rests on the fitted dose curve; in most records, active means well fitted curve in the direction sought with a large enough effect; inconclusive means small, poorly fitted or top-dose-only effect, or another doubt; inactive means no such curve, though single readings can be large; an effect the other way counts as inactive or inconclusive.

SMILES | Pin1 inh | BAZ2B inh | HP1b binding inh | PGK inhibitor | PI4K2A block | ERG Ets-DNA blk | G9a inh | JMJD2A Tudor inh | GLS inhibitor
O=C(CSc1nnc(CNC(=O)c2ccccc2F)o1)c1ccc(Cl)cc1 | 6% | -3% | 26% | -6% | 0 | -3% | -17%[59 µM] | 3% | 4%
CSCCC1NC(=O)N(CC(=O)Nc2ccc(N3CCCCC3)cc2)C1=O (stereo not drawn) | -6% | u | 26% | 7% | 4 | -5% | u | -34% | 35%[activator]
Cn1c(SCC(=O)c2cc3ccccc3o2)nnc1-c1ccccc1 | 6% | -8% | 3% | -7% | 3 | 50%[activator] | 11µM* | u | 0%
COC(=O)CN1C(=O)COc2ccc(S(=O)(=O)NCc3ccc(Cl)cc3)cc21 | -2% | -6% | 23% | -1% | -4 | 11% | 1%[59 µM] | -5% | 2%
CCN1CCN(CC(=O)Nc2cc(S(=O)(=O)N3CCCCC3)ccc2Cl)CC1 | -1% | x | u | -1% | -12 | -2% | x | 22µM* | 0%
CC1(C)CC2CC(C)(CN2S(=O)(=O)c2ccccc2[N+](=O)[O-])C1 (stereo not drawn) | 0% | x | 23% | -7% | 6 | -10% | x | -19% | -7%
CC(=O)c1nnn(-c2ccc([N+](=O)[O-])cc2)c1C | 2% | -8% | 40%[activator] | -1% | -6 | -1% | 46%[activator] | -2% | -4%
CC(C)Cc1nnc(NC(=O)c2cc3c(s2)CCC3)s1 | 18% | -26% | 25% | i | -9 | 8% | -3% | -26% | 5%
O=C(NCc1ccccc1Cl)c1ccc(NC(=O)c2nsc3ccccc23)cc1 | 23% | -1% | 19%[57 µM] | -7% | -3 | 0% | 2%[59 µM] | -10% | -1%
O=C(OC1CCOC1=O)C1CCN(S(=O)(=O)c2ccccc2)CC1 (stereo not drawn) | -4% | 9% | 50%[activator] | -7% | 1 | 5% | 6%[59 µM] | 6% | -7%
CCOC(=O)/C(C#N)=C/N=c1ccc(C)cn1C | 0% | -2% | 61%[activator] | -3% | 1 | -7% | 18% | -2% | -1%
Cc1ccc(S(=O)(=O)N2CCC(C(=O)NCCCOC(C)C)CC2)cc1 | -1% | 1% | 21% | -9%[11.5 µM] | 0 | x | -30%[0.0925 µM] | -3% | -1%
CS(=O)(=O)N1N=C(c2ccco2)CC1c1ccccc1 (stereo not drawn) | 1% | 12% | 36% | -1% | 1 | 4% | u | -4% | 1%
O=C(COCc1cc(-c2ccc(F)cc2)on1)Nc1cccc(C(F)(F)F)c1 | 8% | 1% | 53%[activator] | i | -3 | 3% | -38%[59 µM] | 29% | 0%
COC(=O)c1cccc(NC(=O)c2ccc3c(c2)C(=O)N(CC2CCCO2)C3=O)c1 (stereo not drawn) | -1% | 8% | 16% | -6% | -17 | -5% | 2%[12.7 µM] | 10% | -7%
COc1ccc(C(=O)c2cc3c(cc2[N+](=O)[O-])OCCO3)cc1 | u | -22% | -6% | -7% | -8 | 2% | u | u | -5%
Cc1cc(OCCOCCN2CCCC2)ccc1C(C)C | -4% | u | 19% | 9% | -3 | -1% | 20µM* | 5µM* | 1%
O=C(Cn1nnc(-c2ccc(N3CCOCC3)cc2)n1)OC1CCCCC1 | 3% | 5% | 46%[activator] | -1% | 2 | -1% | 0%[59 µM] | -16% | -2%
COc1ccc(C(=O)c2c[nH]c(C(=O)N=CN(C)C)c2)cc1 | -1% | u | 16% | -1% | 5 | u | -43% | -11% | 86%[activator]
COc1nc(OCC#N)nc(N(C)C)n1 | -6% | -17% | 19% | 0% | -4 | -1% | -19% | 0% | -7%
O=C(O)c1cc2nccc(-c3ccco3)n2n1 | x | u | 17% | u | -6 | 2% | 50µM* | 89µM* | 11µM*
O=S(=O)(c1ccccc1)N1CCC(c2ccncc2)CC1 | -1% | -5% | 21% | -2% | -4 | 4% | 7%[59 µM] | -16% | 9%
O=C(Nc1ccc(F)cc1)C1CCCN(S(=O)(=O)c2ccc(-n3cnnn3)cc2)C1 (stereo not drawn) | -7% | 5% | -2% | i | -2 | 1% | 1% | -7% | 10%
O=C(CN(Cc1ccccc1)C(=O)c1cccc([N+](=O)[O-])c1)Nc1c(Cl)cc(Cl)cc1Cl | -1% | -4% | 37% | -7% | 3 | 6% | 17% | -1% | 1%

Structural class: those above with a furan ring, fused or not
SMILES | Pin1 inh | BAZ2B inh | HP1b binding inh | PGK inhibitor | PI4K2A block | ERG Ets-DNA blk | G9a inh | JMJD2A Tudor inh | GLS inhibitor
Cn1c(SCC(=O)c2cc3ccccc3o2)nnc1-c1ccccc1 | 6% | -8% | 3% | -7% | 3 | 50%[activator] | 11µM* | u | 0%
CS(=O)(=O)N1N=C(c2ccco2)CC1c1ccccc1 (stereo not drawn) | 1% | 12% | 36% | -1% | 1 | 4% | u | -4% | 1%
O=C(O)c1cc2nccc(-c3ccco3)n2n1 | x | u | 17% | u | -6 | 2% | 50µM* | 89µM* | 11µM*

Going on with the list.
SMILES | Pin1 inh | BAZ2B inh | HP1b binding inh | PGK inhibitor | PI4K2A block | ERG Ets-DNA blk | G9a inh | JMJD2A Tudor inh | GLS inhibitor
CCCN1C(=O)c2ccccc2NC1c1ccc(C)cc1 (stereo not drawn) | -4% | x | 22% | 2% | -20 | 3% | -25% | -6% | 0%
COc1cccc(C(=O)NCCS(=O)(=O)NCc2cccs2)c1 | -8% | -6% | 9% | 15% | -4 | 6% | 35µM* | -2% | 1%
Cc1cc2oc(C(=O)N(Cc3ccccc3)C3CCS(=O)(=O)C3)cc(=O)c2cc1C (stereo not drawn) | 0% | -16% | 27% | 1% | 0 | -4% | -3%[59 µM] | -1% | 7%
CC(C)[C@H](NC(=O)c1ccccc1F)C(=O)OCC(=O)NC1CC1 | 1% | x | 24% | -11% | -2 | 10% | x | -15% | -3%
C=CCNC(=S)Nc1ccc2nc(C)c(C)nc2c1 | -16% | 8% | 35% | -1% | 1 | 5% | -12%[59 µM] | -2% | 4%
O=C(C[n+]1cccc(Br)c1)c1ccc(-c2ccccc2)cc1 | 1% | 1% | 30% | -3% | 0 | -5% | 11% | -14% | 8%
Cc1ccc(N2CC(c3nnc(Cc4ccc(Cl)cc4)o3)CC2=O)cc1 (stereo not drawn) | -4% | -6% | 24% | 8% | -4 | 5% | -31%[59 µM] | -9% | -2%
CCn1nc(C)c2c(-c3ccccc3)cc(=O)n(C(C)C(=O)NCc3cccc(OC)c3)c21 (stereo not drawn) | 61%[activator] | -15% | 9% | i | 0 | 3% | 0%[59 µM] | -20% | 1%
Cc1cc(C)cc(NC(=O)N2CCCN(c3ncccc3[N+](=O)[O-])CC2)c1 | -3% | -34% | 15% | i | -4 | 15% | u | -23% | -1%
COc1ccc(/C=N/n2c(N)nc3ccccc32)cc1OC | 1% | -3% | 9% | -3% | -1 | -4% | 1% | -19% | 5%
CCOC(=O)c1c(C)[nH]c(C)c1S(=O)(=O)NCC(=O)Nc1cc(C)ccc1OC | -6% | -17% | 12% | -9% | -2 | -6% | -19%[59 µM] | -18% | 3%
COc1ccc(-n2ncc3c(N4CCc5ccccc54)ncnc32)cc1 | -5% | 4% | 35%[activator] | i | 7 | -7% | 6%[59 µM] | -4% | 2%
O=C(COc1ccc(Cl)cc1Br)Nc1cccc(S(=O)(=O)N2CCCC2)c1 | 31%[activator] | 9% | 51%[activator] | -8% | 0 | 0% | -23%[12.7 µM] | 8% | -7%
c1ccc(-n2cnc3ccccc32)nc1 | -3% | 9% | 32% | -4% | -1 | 7% | x | -7% | 4%
Cc1ccc(OCc2nc3ccccc3n2CC(C)C)cc1 | u | 40%[activator] | 92%[activator] | x | 2 | -2% | u | 9% | -11%
CC1(O)N(CCC(=O)Nc2cccc(F)c2)C(=O)OC12CCCCC2 (stereo not drawn) | -2% | -13% | 18% | -5% | 6 | -5% | -28% | -9% | 1%
Cc1cc(=O)oc(C)c1C(=O)NCc1cccnc1 | -10% | -2%[57.1 µM] | 4% | -4% | -2 | 0% | u | -17% | 6%
COC(=O)Cn1c(=NC(=O)CSC(C)=O)sc2ccccc21 | 1% | 11% | 34% | -7% | -1 | 4% | 12% | -7% | 0%
O=C(c1cc(C2CC2)nn1-c1ccccc1)N1CCN(S(=O)(=O)c2cccc(F)c2)CC1 | -2% | 3% | 30% | -1% | 0 | -2% | 14%[12.7 µM] | -15% | 3%
C=CCSc1nnc(-c2cc3c(s2)-c2ccccc2CC3)o1 | 1% | 392%[activator] | x | -2% | 9 | -6% | 470%[activator][59 µM] | 360%[activator] | 3%

Some of the entries so far, with values under each structure.
Under each structure – Pin1 inh | BAZ2B inh | HP1b binding inh | PGK inhibitor | PI4K2A block | ERG Ets-DNA blk | G9a inh | JMJD2A Tudor inh | GLS inhibitor
- CC(C)Cc1nnc(NC(=O)c2cc3c(s2)CCC3)s1
    18% | -26% | 25% | i | -9 | 8% | -3% | -26% | 5%
- O=C(NCc1ccccc1Cl)c1ccc(NC(=O)c2nsc3ccccc23)cc1
    23% | -1% | 19%[57 µM] | -7% | -3 | 0% | 2%[59 µM] | -10% | -1%
- O=C(OC1CCOC1=O)C1CCN(S(=O)(=O)c2ccccc2)CC1 (stereo not drawn)
    -4% | 9% | 50%[activator] | -7% | 1 | 5% | 6%[59 µM] | 6% | -7%

Compound activity deposited in PubChem BioAssay by National Center for Advancing Translational Sciences (NCATS).
